NOD1 NF-kB reporter: inhibition of NOD1-driven NF-kB reporter – cell-based, luminescence, uHTS, primary screen (AID 1578); actives 1% (n = 290,000); NOD1-driven NF-kB luciferase reporter cells, luminescence; higher % means a stronger effect; inhibition, % at 4 µM; hits with a dose series show EC50 in µM; in the data active = inhibition mostly above about 36%, no sharp cut-off; inactive = mostly below about 34%;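 note: HEK-293T reporter cells stimulated with the NOD1 agonist gamma-tri-DAP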
NOD2 inhibition: inhibition of NOD2-driven NF-kB reporter – cell-based, luminescence, uHTS, HEK293 (AID 1566); HEK293 NOD2/NF-kB luciferase reporter, luminescence; higher % means a stronger effect; one-dose inhibition, % at 4 µM; EC50 in µM for titrated hits; actives 0.63% (n = 290,000); in the data active = inhibition above about 50%; note: many of its hits are not listed in these tables
b-catenin transl: alters nuclear translocation of beta-catenin in HeLa cells; actives 0.3% (n = 190,000); immunofluorescence imaging; nuclear translocation activity, % at 5 µM; AID 1665;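 active = nuclear translocation activity above 50% at 5 µM, with a well cell count of 50 or more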;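 note: per-cell ratio of nuclear to cytoplasmic median beta-catenin stain intensity; plate controls were DMSO negative control for no effect and GSK-3 inhibitor IX positive control for full effect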
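Signal – beta-catenin immunofluorescence imaging with DAPI · Test system – human HeLa cell line · Dosing – 5 µM primary single dose, 0.1% DMSO, 0.02–20 µM confirmation series · Measure – % activation, nuclear-to-cytoplasmic median beta-catenin signal ratio per cell · Incubation – 24 h compound exposure at 37°C, 5% CO2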
Autophagy HCS: autophagy modulation, high-content screen; actives 0.98% (n = 190,000); MEF GFP-LC3 puncta imaging; test concentration mostly 10 µM; calls only at 10 µM (by protocol);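 active = percentage of spot-positive cells more than 3 SD above its plate mean, without a fluorescence outlier flag or 80% toxicity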;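 note: spot-positive cell cutoff set from DMSO-treated cells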
Ins promoter up: MIN6 insulin promoter up-regulation; MIN6 insulin promoter-GFP reporter, high-content imaging; hits give high values; z-score at 5 µM; actives 0.3% (n = 190,000); AID 1625;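 active = z-score above 3 at 5 µM with at least 500 cells counted in the well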
Dynein cargo inh: blocks dynein driven cargo transport along microtubules; 3617.4 mouse cells, GR-EGFP nuclear translocation imaging; test concentration mostly 20 µM; stimulated with dexamethasone, 1 µM; hits give low values; z-score, hits read low; actives 0.47% (n = 220,000);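 active = plate z-score of nuclear minus cytoplasmic receptor signal below a set negative limit, without overly bright fluorescence or cell loss, cut at about -3.5 in these data, passing the limit was not always enough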;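 note: z-score of nuclear minus cytoplasmic ring GR-EGFP intensity difference per well; some compounds called inactive have numbers as strong as hits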
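Buffer or medium: tet-free, stripped-serum medium; Also added: dexamethasone, 1.0 µM final; Technique: high-content fluorescence imaging after fixation; Times: 48 h induction, 1 h compound, 30 min dex at 37 °C; Read-out: per-cell GR-EGFP intensity, nucleus versus surrounding cytoplasmic ring, well-averaged.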
P. falciparum M17LAP: P. falciparum M17LAP inhibitors, primary screen, biochemical, fluorogenic H-Leu-NHMec substrate, 1536-well (AID 1619). recombinant M17LAP, H-Leu-NHMec fluorogenic kinetic assay; higher % means a stronger effect. inhibition, % at 30 µM, or IC50 in µM where a hit was titrated. actives 0.38% (n = 220,000);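 active = compound inhibiting the enzyme by more than half at any dose during confirmatory dose-response retesting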;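 note: plate controls were full reaction with DMSO carrier for no effect and no enzyme background for full effect; strong numbers were not always called active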
Yfh1-depleted yeast: enhancers of respiration in Yfh1-depleted yeast, dose response, Friedreich's ataxia, plus single-dose screen (AID 1465); S. cerevisiae Yfh1-off respiration, WST-1 reduction, 72 h; higher fold induction means a stronger effect; fold induction at 50 µM, or EC50 in µM where a hit was titrated; actives 0.074% (n = 220,000);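 active = fold induction of absorbance versus untreated yeast above a set limit, then at least 30% activation at any dose in follow-up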;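 note: activators that raise dye reduction in frataxin-depleted yeast; strong numbers were not always called active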
MT stabilizer: microtubule stabilizers in HeLa cells | actives 0.83% (n = 200,000) | HeLa tubulin immunostaining HCS, 24 h; share of cells brighter than vehicle mean+2SD | % tubulin-high responders, % at 10 µM;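 active = plate Z-score above 3 for both tubulin-high and condensed-nucleus cell shares, with cell loss under 80%, at 10 µM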;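 note: anti alpha tubulin signal scored within the nucleus-defined area of each cell; some results filed as inactive read as strong as hits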
Dynein cargo inh cytoplasmic EGFP: second read-out of Dynein cargo inh, no call of its own (marks repeat the call); z-score; measured here: cytoplasmic GR-EGFP intensity; hits give high values
Dynein cargo inh nuclear GR-EGFP: second read-out of Dynein cargo inh, no call of its own (marks repeat the call); z-score; measured here: nuclear GR-EGFP intensity;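 lower value marks the stronger effect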
Dynein cargo inh cell count: second read-out of Dynein cargo inh, no call of its own (marks repeat the call); z-score; measured here: cell count per field
Ins promoter up cell count: recorded beside Ins promoter up, whose call it bears; cell count; measured here: cytotoxicity, nuclei count;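 total cells summed across four imaged fields per well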
b-catenin transl cell count 5 µM: also measured in b-catenin transl; calls as there; cell count; measured here: cell count, cytotoxicity flag
MT stabilizer Hoechst-high %: also measured in MT stabilizer; calls as there; % Hoechst-high responders; measured here: nuclear condensation Hoechst responders;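 share of cells brighter than vehicle mean plus two SD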
MT stabilizer cytotoxicity %: second read-out of MT stabilizer, no call of its own (marks repeat the call); toxicity, %; measured here: cytotoxicity by cell density;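 0% = mean cell density of plate MIN control wells and 100% = no cells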
Autophagy HCS cell loss 18 h: second read-out of Autophagy HCS, no call of its own (marks repeat the call); toxicity, %; measured here: cell loss, nuclei count;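 cell loss after 18 h compound exposure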
An asterisk follows results filed as active; i = inactive; . = not tested or not shown. The list is partial, so the mix of outcomes need not match the whole.

SMILES	NOD1 NF-kB reporter	NOD2 inhibition	b-catenin transl	b-catenin transl cell count 5 µM	Autophagy HCS	Autophagy HCS cell loss 18 h	Ins promoter up	Ins promoter up cell count	Dynein cargo inh	Dynein cargo inh cytoplasmic EGFP	Dynein cargo inh nuclear GR-EGFP	Dynein cargo inh cell count	P. falciparum M17LAP	Yfh1-depleted yeast	MT stabilizer	MT stabilizer Hoechst-high %	MT stabilizer cytotoxicity %
OCCCNC(=S)Nc1ccc2nc(-c3ccccn3)c(-c3ccccn3)nc2c1	-32%	10%	.	.	i	-29	.	.	0.41	-0.22	-0.0058	-0.47	-38%	i	3.0	1.5	3.6
COc1ccc(NS(=O)(=O)c2ccc(NC(=O)c3ccccc3Br)cc2)nn1	-29%	7%	-1.6	1079	i	2	0.93	1413	-0.17	-0.24	-0.22	-0.095	-1%	i	0.5	1.1	5.4
CCc1nnc(NC(=O)C2CC(=O)N(Cc3ccco3)C2)s1 (stereo not given)	-4%	10%	-0.3	1052	i	-1	0.04	1714	-0.45	-0.4	-0.2	0.38	-10%	i	5.8	2.1	11
CCC(C(=O)NN1C(=O)c2ccccc2C1=O)c1ccccc1 (stereo not given)	-12%	3%	4.1	832	i	-2	0.56	1693	1	-0.35	0.36	-1	0%	i	5.0	1.0	11
COc1ccc(COC(=O)c2ccc(N3CCCC3=O)cc2)cc1F	-1%	6%	.	.	i	4	.	.	-0.48	-0.28	-0.39	0.45	-6%	i	4.7	3.0	10
CCCOc1ccc(CNC(=S)N/N=C/c2ccc([N+](=O)[O-])cc2)cc1	-1%	-41%	-0.2	1087	i	-13	0.6	871	0.03	-0.023	0.36	-0.61	0%	i	1.6	1.1	8.2
O=C(NC(=S)NCc1ccccc1)c1cccnc1	-8%	-5%	2.1	952	i	0	0.97	1223	1.4	-0.21	0.29	-0.76	3%	i	3.5	3.6	12
COC(=O)C1C(=O)c2c(n[nH]c2C)CC1(C)C (stereo not given)	-14%	11%	-0.7	1075	i	-1	-0.61	1794	0.29	-0.22	0.17	-0.02	-12%	i	4.0	2.1	5.4
O=C(NNS(=O)(=O)c1ccccc1F)c1sccc1-n1cccc1	-13%	3%	-1.3	1148	i	3	-0.41	1279	0.53	-0.2	0.22	-1.2	2%	i	1.4	1.9	11
O=C(Nc1ccc(F)c([N+](=O)[O-])c1)C1CC(=O)N(Cc2ccccc2)C1 (stereo not given)	-24%	19%	-1.0	1105	i	-3	-1.2	1084	-0.65	-0.35	-0.83	0.36	-2%	i	1.7	1.8	6.6
CCCCCC(=O)NC(NC(=S)NC1CCS(=O)(=O)C1)C(Cl)(Cl)Cl (stereo not given)	-4%	3%	-1.1	1052	i	2	0.18	993	-1.5	0.1	-0.7	-0.38	-1%	i	2.9	2.3	6.4
Cc1ccc(-n2nc(C)c3c(C(=O)OCC(=O)N(C)C4CCS(=O)(=O)C4)cc(-c4ccccc4)nc32)cc1 (stereo not given)	1%	1%	-5.3	541	i	-16	0.15	1068	0.52	-0.24	0.8	-0.09	-3%	i	3.5	3.6	7.0
C/C(=N\Nc1ccc(C(=O)O)cc1)c1ccc(-n2ccnc2)cc1	-61%	-44%	-0.2	1138	i	22	-0.99	1257	0.055	-0.34	0.25	0.4	0%	i	4.5	1.4	7.1
CC(C)Cn1c(SCC(=O)NCc2ccc(Cl)cc2)nnc1-c1cccc(S(=O)(=O)N2CCOCC2)c1	-16%	9%	-1.7	1136	i	-5	-0.54	1212	-0.39	-0.2	0.4	0.24	4%	i	2.1	0.7	5.9
COc1ccccc1N1CCN(C(=O)CSc2nnc(NC(=O)C3CC3)s2)CC1	-19%	-11%	0.7	1163	i	22	.	.	0.59	-0.23	0.034	0.15	4%	i	2.4	2.2	9.5
Cc1nn(C)c(C)c1/C=C(/C(=O)C(C)C)n1cncn1	-2%	9%	-0.6	1336	.	.	-0.21	1040	0.097	-0.21	-0.025	0.56	-2%	i	.	.	.
O=C1c2ccccc2C(=O)N1CC1c2ccccc2CCN1C(=O)N1CCOCC1 (stereo not given)	-6%	9%	-6.4	1108	i	5	.	.	1.2	-0.35	0.08	-0.38	-4%	i	4.4	3.4	7.7
O=C(O)c1ccccc1COc1ccccc1Cl	-17%	-7%	.	.	i	5	.	.	-0.097	-0.27	0.49	0.13	0%	i	6.2	11	57
Cc1cc(NC(=O)c2ccccc2)n(C(C)(C)C)n1	-5%	-1%	-1.5	1132	.	.	-0.05	1505	0.32	0.09	0.2	0.25	6%	i	.	.	.
C=CCn1c(SCCC)nc(O)cc1=O	-2%	6%	.	.	i	-3	-0.22	849	0.53	0.14	0.76	-1.4	13%	i	1.4	1.0	6.0
CN(C)c1ccc(/C=N/NC(=O)C(O)(c2ccccc2)c2ccccc2)o1	-12%	1%	0.0	1050	i	19	0.08	1741	-1.2	0.095	-0.81	-1.8	10%	i	4.5	2.4	3.8
Cn1c(N)c(C(=O)c2ccc(C#N)cc2)c(=O)n(C)c1=O	-31%	-1%	0.5	1114	i	-2	-0.54	1504	-0.94	-0.24	-0.7	0.34	-2%	i	2.0	3.8	5.9
Cc1ccc(Nc2c(-c3ccccn3)nc3cc(C)ccn23)cc1	4%	-115%	.	.	i	20	-5.3	523	-1	-0.24	-0.46	-0.14	2%	i	7.8	12	28
COc1ccc(CCN(Cc2ccccn2)C(=S)Nc2ccccc2Cl)cc1OC	-31%	-9%	.	.	i	2	0.03	1329	-0.27	-0.36	0.015	0.41	3%	i	2.8	2.5	4.3
CCN(CC)C(=O)Cn1cnc2sc(C(=O)N3CCN(c4ccc(F)cc4)CC3)c(C)c2c1=O	-11%	12%	2.6	524	i	32	.	.	1.2	-0.18	0.82	-1.1	2%	i	3.8	1.6	1.8
Cn1nc(C(=O)NCCOc2ccccc2)c2ccccc2c1=O	-5%	7%	1.8	1078	i	1	-1.2	1204	-0.44	0.044	-0.14	0.8	0%	i	2.1	1.2	7.8
COc1cc(/C=C2\SC(=Nc3ccc(O)cc3)NC2=O)cc(OC)c1OC	6%	-45%	48	496	.	.	-0.44	719	0.58	-0.27	0.74	0.74	11%	i	.	.	.
CN1c2ccccc2N(C)C1(C)c1ccccc1	-25%	-8%	0.4	1103	i	6	0.31	1261	-0.6	-0.28	-0.56	0.7	-5%	i	4.7	1.7	10
Cc1cc(-n2c(C)cc(C(=O)CN3C(=O)NC4(CCCCCC4)C3=O)c2C)no1	-14%	9%	0.5	1398	i	0	-1.5	1163	2.5	0.26	2	-1.5	12%	i	2.6	3.4	9.4
COc1cc(NC(=O)C2CCC(CNc3c(N4CCCCC4)c(=O)c3=O)CC2)cc(OC)c1 (stereo not given)	4%	15%	2.4	1059	i	15	-1.2	1048	-0.41	-0.21	0.078	0.77	2%	i	2.5	3.7	10
O=C1ON=C(c2ccc(Cl)cc2)/C1=C/c1ccc(O)cc1	.	.	-0.3	1104	i	3	-0.66	1230	-5*	1.3*	-2*	-0.65*	28%	i	0.9	1.7	6.3
CCC/C=N/NC(=O)c1[nH]c2c([N+](=O)[O-])cccc2c1C	-13%	3%	0.4	1027	i	3	0.29	1426	-1.3	-0.19	-0.34	1.2	13%	i	2.2	3.6	9.8
COC(=O)c1ccccc1NC(=O)NC1CC1	-44%	4%	0.2	858	i	1	-1.4	1572	-0.028	1	0.67	0.03	9%	i	2.4	2.3	5.7
Cc1ccccc1C(=O)NC1CCN(Cc2nnnn2C(C)(C)C)CC1	-34%	9%	1.8	931	i	-10	-0.29	1509	-0.51	-0.32	0.11	0.26	5%	i	1.6	1.3	3.0
OC(CSc1ccc(F)cc1)CN1CCN(c2ccccc2)CC1 (stereo not given)	20%	-9%	1.6	1109	i	-8	0.17	1139	-0.49	-0.18	-0.24	-0.21	-1%	i	1.3	2.3	3.3
CCOC(=O)N/N=C(\C)c1ccc(OC(F)F)cc1OC(F)F	-16%	18%	-3.4	1243	i	18	-0.46	1429	-0.037	-0.22	-0.23	0.47	7%	i	5.9	2.3	6.4
O=C(NC(=S)Nc1ccc(N2CCCC2)cc1)c1ccccc1[N+](=O)[O-]	-22%	-4%	.	.	i	-6	-0.39	1408	-0.16	-0.32	-0.52	0.72	3%	i	4.5	3.5	8.1
Cc1ccc(-n2c(CNc3ccc(F)cc3)nnc2SCC(=O)NCc2ccco2)cc1	-12%	10%	-2.9	1237	i	9	-0.14	903	-0.13	-0.18	0.21	-0.4	18%	i	2.8	2.5	5.9
O=C(Nc1ncn[nH]1)c1ccccc1Br	-13%	7%	1.3	967	i	2	0.13	1271	0.26	-0.33	-0.3	0.54	-15%	i	3.5	2.9	2.7
CC(=O)NS(=O)(=O)c1ccc(NC(=O)CC(C)c2ccccc2)cc1 (stereo not given)	-14%	16%	-2.6	1046	i	-10	0.74	1642	-0.042	-0.32	0.26	-0.098	2%	i	3.0	2.9	11
